# Compound activity as filed in PubChem BioAssay.
# GLD-1 RNA inh = GLD-1/TGE RNA complex disruptors, primary screen, biochemical, fluorescence polarization; purified GLD-1 + fluorescein TGE RNA; inhibition, % at 5.96 µM; hit rate 0.44% among 320,000; AID 2280, 2010;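 active means percent inhibition above a per-plate cutoff, the plate mean of test compounds plus 3 SD, cut at about 30% in these data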;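 further: 0% = DMSO wells with GLD-1 and probe and 100% = wells lacking GLD-1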
# Target sequence (Q17339 whole entry, looked up): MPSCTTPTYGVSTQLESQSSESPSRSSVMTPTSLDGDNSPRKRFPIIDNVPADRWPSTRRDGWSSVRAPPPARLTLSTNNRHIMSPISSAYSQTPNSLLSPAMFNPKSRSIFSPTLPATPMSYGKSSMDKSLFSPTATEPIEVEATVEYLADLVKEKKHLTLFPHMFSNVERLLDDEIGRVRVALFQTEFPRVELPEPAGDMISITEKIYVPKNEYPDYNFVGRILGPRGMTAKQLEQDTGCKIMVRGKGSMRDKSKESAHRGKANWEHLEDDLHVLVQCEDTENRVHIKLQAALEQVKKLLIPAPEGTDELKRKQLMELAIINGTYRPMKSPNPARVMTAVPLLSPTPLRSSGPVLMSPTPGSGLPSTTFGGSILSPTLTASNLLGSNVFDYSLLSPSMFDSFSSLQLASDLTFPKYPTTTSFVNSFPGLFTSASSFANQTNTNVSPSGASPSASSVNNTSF
# CR mimetic SO = reduction of superoxide in aged yeast, primary screen, HTS | S. cerevisiae aged cells, superoxide DHE fluorescence; stronger effect = lower value | superoxide response (% of plate mean), % at 10 µM | hit rate 0.18% among 330,000 | AID 2690, 2010;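 active means superoxide response under a set limit, about three screen SD below normal, cut at about 65% in these data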;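 further: yeast aged for seven days with compound at 30 °C before DHE staining; 100% = average MFI of all compound-treated wells on the plate with controls excluded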
# Efflux pump mplx = inhibitors of Candida efflux pumps in yeast, primary screen, S. cerevisiae, Nile Red, multiplex | S. cerevisiae Candida pump triplex | inhibition, % at 10 µM | hit rate 0.44% among 330,000 | AID 485275, 2010;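 active means plate passing quality check with inhibition over a set limit, or well fluorescence over plate mean plus 4 SD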;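 further: Nile Red retained in pooled yeast measured as flow cytometry median fluorescence; 0% = buffer negative control and 100% = Enniatin B positive control; higher means more Nile Red kept so more efflux inhibition; some compounds called inactive have numbers as strong as hits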
# * = called active by the depositor. Not all compounds are listed; rates above refer to the full screens.
SMILES,GLD-1 RNA inh,CR mimetic SO,Efflux pump mplx
Cc1noc(C)c1S(=O)(=O)N(C)C[C@H]1Oc2ccc(NS(=O)(=O)c3ccc(F)cc3)cc2C(=O)N([C@H](C)CO)C[C@@H]1C,0,94,0.1
Cn1c(N)c(C(=O)COC(=O)/C=C/c2ccccc2)c(=O)n(C)c1=O,9,102,0.1
CN(c1ccccc1)S(=O)(=O)c1ccc2c(c1)OCCO2,6,116,0.3
O=C(COC(=O)/C=C/c1cccc(Br)c1)NCc1cccs1,4,99,0.2
CC(C)[C@@H]1CN=C(N)N1C[C@@H]1CCCN1C[C@H](C)N1C[C@@H](Cc2ccccc2)N(CCc2ccc(Cl)c(Cl)c2)C1=N,-6,137,0.5
COc1ccc(S(=O)(=O)Nc2cccc3c2O[C@H](CN(C)Cc2ccc(C(=O)O)cc2)[C@@H](C)CN([C@H](C)CO)C3=O)cc1,2,100,0.1
COc1cc(C(C)=O)ccc1OCC(=O)OC(C)C(=O)c1ccc(F)cc1 (stereo not drawn),7,90,0.1
CC1(C)C(=O)Nc2ccccc2N1C(=O)COC(=O)Cc1ccccc1F,1,109,0.0
Cc1nn(-c2ccccc2)c(C)c1NC(=O)COc1cc(F)ccc1[N+](=O)[O-],8,107,0.2
CCCNC(=O)c1onc(CS(=O)(=O)c2cc(C)cc(C)c2)c1C(=O)NCCC,4,85,-0.2
CC(C)Oc1ccc(C(=O)Nc2cccc(S(=O)(=O)N3CCCC3)c2)cc1,0,104,-0.1
O=C(Nc1ccc(NS(=O)(=O)c2ccccc2)cc1)c1ccccc1Cl,5,86,-0.1
Cc1cccc(NC(=O)COC(=O)C2COc3ccccc3O2)c1C (stereo not drawn),0,99,-0.1
Cc1ccc(NC(=O)COC(=O)CCc2c(C)nc3ncnn3c2C)cc1,-7,107,0.0
CCCCNc1c(-c2ccc(-c3cccc(Cl)c3)cc2)nc2ccc(Cl)cn12,-16,108,-0.1
CCOC(=O)C1CCN(C(=O)COc2ccc(C(=O)c3ccccc3)cc2)CC1,-6,64*,-0.1
Cc1cc(C(=O)COC(=O)c2cccc(NS(C)(=O)=O)c2)c(C)n1CC1CCCO1 (stereo not drawn),7,94,0.0
CCC(=O)N1N=C(c2ccc(NS(=O)(=O)c3ccccc3)cc2)CC1c1ccco1 (stereo not drawn),4,105,0.1
Cc1cc(C(=O)CN2C(=O)NC(CCS(C)(=O)=O)C2=O)c(C)n1C1CC1 (stereo not drawn),1,102,-0.1
COc1ccc(NC(=O)CN2C(=O)C(=O)N(C3CCCC3)C2=O)c(OC)c1,5,108,-0.1
O=C(COc1ccccc1F)NNC(=O)c1ccc(F)c(S(=O)(=O)N2CCOCC2)c1,1,102,-0.2
COCc1c(C(=O)N2CCN(c3ccccc3C)CC2)oc2ccccc12,2,102,0.3
COc1ccc(C(CNC(=O)c2cc(S(=O)(=O)NCc3ccco3)ccc2C)N(C)C)cc1 (stereo not drawn),1,112,0.0
CCCCN1C(=N)N([C@@H](C)CN2CCC[C@H]2CN2C(N)=NC[C@H]2CC(C)C)C[C@H]1Cc1ccccc1,0,107,-0.2
Cc1cc(=O)n(-c2ccccc2)n1C,-4,95,0.4

# Next part:
SMILES,GLD-1 RNA inh,CR mimetic SO,Efflux pump mplx
CC(=O)Nc1ccc(OCC(=O)Nc2ccc(Cl)c(S(=O)(=O)N3CCOCC3)c2)cc1,3,104,0.0
C=CC[C@@H](CC(=O)N(CCO)Cc1ccccc1)C(=O)N[C@H](COC(=O)[C@@H](CC=C)CC(=O)OC(C)(C)C)Cc1ccccc1,4,95,-0.6
CC[C@@]1(C(=O)OC)N[C@H](CN(C)C(C)=O)[C@@H]2C(=O)N(Cc3ccccc3)C(=O)[C@@H]21,2,86,-0.1
CC(=O)N/C(=C\c1ccccc1)C(=O)OCC(=O)Nc1ccc(C)c(S(=O)(=O)N(C)C)c1,3,107,0.0
CC(C)NC(=O)N(C)C[C@H]1Oc2ccc(NC(=O)Nc3ccccc3)cc2C(=O)N([C@@H](C)CO)C[C@@H]1C,1,84,-0.5
Cn1c(N)c(N2CCCCC2)c(=O)n(CC(=O)Nc2cccc(C#N)c2)c1=O,0,116,-0.2
N#Cc1ccc(NC(=O)COc2ccc(-n3cnnn3)cc2)cc1,0,100,-0.1
C[C@H]1CN([C@@H](C)CO)C(=O)c2cccc(NC(=O)C3CC3)c2O[C@H]1CN(C)Cc1ccc(-c2ccccc2)cc1,6,120,0.9
CC[C@@H]1CCCCc2ccccc2[C@@H](C(=O)C[C@@H](O)CC(C)=O)OC1=O,2,89,-0.1
CCCc1cc(=O)[nH]c(SCC(=O)Nc2cc(S(=O)(=O)N3CCOCC3)ccc2Cl)n1,1,107,0.1
Cc1cc(C(=O)CN2C(=O)C(=O)N(Cc3ccccc3)C2=O)c(C)n1Cc1ccccc1,6,94,-0.1
CCN(CC(=O)Nc1ccc2c(c1)OCCO2)CC(=O)Nc1ccccc1C(F)(F)F,0,123,0.0
Cc1c(NC(=O)c2cc(Br)ccc2Cl)cccc1-n1cnnn1,1,101,-0.3
COc1cc(F)cc(-c2ccc3c(c2)c(C#Cc2ccsc2)c(-c2cc(OC)cc(OC)c2)n3C)c1,-15,78,0.1
C=CCn1c(SCC(=O)Nc2c(C)n(C)n(-c3ccccc3)c2=O)nnc1-c1cccnc1,7,114,-0.1
O=C(CSc1ccc([N+](=O)[O-])cc1)Nc1cccc(S(=O)(=O)N2CCOCC2)c1,1,88,0.0
O=C1CN(C(=O)COC(=O)c2ccc(C(F)(F)F)cc2)c2ccccc2N1,-1,108,0.3
CN(Cc1ccccc1)C(=O)COC(=O)c1cc2ccccc2oc1=O,2,96,-0.4
Cc1c(C(=O)NCC(c2ccco2)N2CCCC2)sc2ccccc12 (stereo not drawn),2,104,0.3
O=C(COC(=O)c1ccc([N+](=O)[O-])o1)NCc1ccc(F)cc1,6,142,0.3
COc1cccc(/C=C/C(=O)OCC(=O)N2CCCC2)c1OC,6,99,0.1
CCc1cccc(CC)c1-n1c(SCC(=O)N2CCc3ccccc32)nc(O)cc1=O,1,95,-0.1
Cc1ccc(S(=O)(=O)NCC(=O)OCC(=O)N2C(C)CCCC2C)cc1 (stereo not drawn),0,104,0.1
CN(C)c1ccc(C(=O)OCC(=O)c2ccc[nH]2)cc1,1,80,-0.1
COC(=O)c1cc(C(=O)OCC(=O)Nc2ccc(N3CCOCC3)cc2)cc([N+](=O)[O-])c1,0,96,-0.3

# In another format: entries from further up
Structure	GLD-1 RNA inh	CR mimetic SO	Efflux pump mplx
CCCc1cc(=O)[nH]c(SCC(=O)Nc2cc(S(=O)(=O)N3CCOCC3)ccc2Cl)n1	1	107	0.1
Cc1cc(C(=O)CN2C(=O)C(=O)N(Cc3ccccc3)C2=O)c(C)n1Cc1ccccc1	6	94	-0.1
CCN(CC(=O)Nc1ccc2c(c1)OCCO2)CC(=O)Nc1ccccc1C(F)(F)F	0	123	0.0
Cc1c(NC(=O)c2cc(Br)ccc2Cl)cccc1-n1cnnn1	1	101	-0.3
COc1cc(F)cc(-c2ccc3c(c2)c(C#Cc2ccsc2)c(-c2cc(OC)cc(OC)c2)n3C)c1	-15	78	0.1
C=CCn1c(SCC(=O)Nc2c(C)n(C)n(-c3ccccc3)c2=O)nnc1-c1cccnc1	7	114	-0.1
O=C(CSc1ccc([N+](=O)[O-])cc1)Nc1cccc(S(=O)(=O)N2CCOCC2)c1	1	88	0.0
O=C1CN(C(=O)COC(=O)c2ccc(C(F)(F)F)cc2)c2ccccc2N1	-1	108	0.3
CN(Cc1ccccc1)C(=O)COC(=O)c1cc2ccccc2oc1=O	2	96	-0.4
Cc1c(C(=O)NCC(c2ccco2)N2CCCC2)sc2ccccc12 (stereo not drawn)	2	104	0.3
O=C(COC(=O)c1ccc([N+](=O)[O-])o1)NCc1ccc(F)cc1	6	142	0.3
COc1cccc(/C=C/C(=O)OCC(=O)N2CCCC2)c1OC	6	99	0.1
CCc1cccc(CC)c1-n1c(SCC(=O)N2CCc3ccccc32)nc(O)cc1=O	1	95	-0.1
Cc1ccc(S(=O)(=O)NCC(=O)OCC(=O)N2C(C)CCCC2C)cc1 (stereo not drawn)	0	104	0.1
CN(C)c1ccc(C(=O)OCC(=O)c2ccc[nH]2)cc1	1	80	-0.1

# Next entries:
SMILES,GLD-1 RNA inh,CR mimetic SO,Efflux pump mplx
O=C(/C=C/c1cccc(F)c1)OCC(=O)N1CCCC1,-6,78,-0.2
COC(=O)[C@]1(Cc2ccccc2)N[C@H](CN(C)S(=O)(=O)c2ccc(C)cc2)[C@@H]2C(=O)N(Cc3ccccc3)C(=O)[C@@H]21,-2,118,0.1
O=C1N[C@@H](Cc2ccccc2)COC(=O)[C@H](Cc2ccc(F)cc2)C/C=C\C[C@@H]1CC(=O)N(CCO)Cc1ccccc1,2,71,-0.2
O=C(NCc1ccc2c(c1)OCO2)c1c(-c2ccsc2)sc2ccccc12,2,97,-0.4
Cc1cccc(NC(=O)c2nc[nH]c2C(=O)NCCCCNC(=O)c2[nH]cnc2C(=O)Nc2cccc(C)c2)c1,0,102,0.8
CC1CCCC(NC(=O)CSc2nnc(-c3cccnc3)n2N)C1C (stereo not drawn),-6,90,-0.1
Cc1cnc(C(=O)OCC(=O)N(CC(C)C)C2CCS(=O)(=O)C2)cn1 (stereo not drawn),1,103,-0.1
CCN(C(=O)COC(=O)c1ccc(SC)cc1OC)C1CCS(=O)(=O)C1 (stereo not drawn),7,90,0.0
Cn1cccc1C(=O)OCC(=O)N1CCc2ccccc21,0,84,0.0
CN(CC(=O)Nc1ccc(F)cc1[N+](=O)[O-])C1CCS(=O)(=O)C1 (stereo not drawn),2,135,-0.1
CCC/C(C(=O)NCCO)=C1/c2ccccc2C(=O)N1c1ccccc1,5,88,-0.2
C[C@H](CO)N1C[C@H](C)[C@@H](CN(C)C(=O)Nc2ccc(C(F)(F)F)cc2)Oc2ccc(NC(=O)Cc3ccccc3)cc2C1=O,10,90,0.8
CC(=O)c1cccc(NC(=O)/C=C/c2ccc(S(=O)(=O)N3CCOCC3)cc2)c1,7,95,0.1
CN(C(=O)COC(=O)c1cc2ccccc2cc1O)c1ccccc1,4,92,-0.1
Cc1noc(C)c1NC(=O)N(C)C[C@H]1Oc2c(NC(=O)C3CCCCC3)cccc2C(=O)N([C@H](C)CO)C[C@@H]1C,3,109,0.2
Cc1ccc(Oc2ccc(OCC(=O)Nc3ccncc3)cc2)cc1,5,79,0.0
CSc1ncccc1C(=O)OCC(=O)NCc1cccs1,2,109,0.1
CC(C(=O)OCC(=O)N1CCCCC1)N1C(=O)c2ccccc2C1=O (stereo not drawn),-4,91,0.2
CC(C)NC(=O)Nc1ccc2c(c1)C(=O)N([C@H](C)CO)C[C@H](C)[C@@H](CN(C)C(=O)NC1CCCCC1)O2,5,114,-0.2
O=C(NN=Cc1ccc(O)cc1O)c1ccccc1NS(=O)(=O)c1cccs1,-8,70,-0.3
Cc1ccc(S(=O)(=O)N2[C@@H](c3ccc(Br)cc3)C(C(=O)O)=CC[C@H]2c2ccc(Cl)c(Cl)c2)cc1,6,104,0.2
CCOC(=O)c1ccc(-c2c(-c3ccccc3OC)sc3ccc(OC)cc23)cc1F,0,91,0.6
CC1CCC(NC(=O)C2CC(O)CN2S(=O)(=O)c2ccc([N+](=O)[O-])cc2)CC1 (stereo not drawn),3,107,-0.1
CN(C)S(=O)(=O)c1cccc(NC(=O)c2ccc(NS(=O)(=O)c3cccs3)cc2)c1,5,110,0.2
N#Cc1ccc(S(=O)(=O)Nc2ccccc2N2CCOCC2)cc1,3,96,-0.2

# Later entries
SMILES,GLD-1 RNA inh,CR mimetic SO,Efflux pump mplx
CC1(C)CC2CC(C)(CN2C(=O)COC(=O)c2cccnc2Cl)C1 (stereo not drawn),3,94,0.0
CC(C)N(Cc1ccccc1)C(=O)COC(=O)c1c(F)cccc1F,0,95,0.1
O=C(Oc1ccc([N+](=O)[O-])cc1)C1CC(=O)N(c2ccc3c(c2)OCCO3)C1 (stereo not drawn),-7,119,0.1
CC(NC(=O)COC(=O)Cc1ccc(Cl)cc1)c1ccccc1 (stereo not drawn),0,108,-0.2
COc1ccc(C2=Nn3c(nnc3-c3ccccc3F)SC2)cc1OC1CCCC1,9,107,0.7
CC(=O)c1cccc(NC(=O)C(C)OC(=O)C2=NNC(=O)CC2)c1 (stereo not drawn),4,95,-0.1
CC1CCCC(C)N1C(=O)COC(=O)c1ccccc1O (stereo not drawn),-2,98,0.2
N#CC1(NC(=O)CN2C(=O)NC(Cc3c[nH]c4ccccc34)C2=O)CCCCC1 (stereo not drawn),3,119,-0.1
CSc1ccc(Cl)c(C(=O)NNC(=O)c2cccs2)c1,4,113,0.1
CC(NC(=O)c1ccc(Br)o1)c1ccc(-n2ccnc2)cc1 (stereo not drawn),-6,115,0.0
COC(=O)[C@]1(C)N[C@H](CN(C)C(=O)c2ccc(C(C)(C)C)cc2)[C@@H]2C(=O)N(Cc3ccccc3)C(=O)[C@@H]21,3,89,0.2
CC[C@]12c3[nH]c4ccccc4c3CCN1C(=O)C(CC(=O)NCCc1ccccn1)C[C@@H]2C(=O)N1CCN(C(=O)c2ccco2)CC1 (stereo partly drawn),-2,112,-0.1
O=C1N[C@@H](Cc2ccccc2)COC(=O)[C@H](Cc2ccc(F)cc2)CC/C=C/C[C@H]1CC(=O)N(CCO)Cc1ccccc1,7,92,0.1
